Assay outcomes (PubChem BioAssay)
CCHF vOTU inh = blocks the CCHF virus ovarian tumor domain protease. inhibition, % at 11.5 µM. AID 651958. 370,000 tested, 0.55% active. CCHFV vOTU protease, Pep-AMC fluorescence; note: 0% = vehicle wells with enzyme and 100% = no enzyme wells
Rv3671c inh = inhibitors of M. tuberculosis serine protease Rv3671c; P9WHR9; inhibition, % at 5.96 µM; 320,000 tested, 0.048% active; AID 2606; in the data active = inhibition above about 38%;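 note: extracellular domain of Rv3671c used as enzyme; 0% = enzyme with DMSO and 100% = no enzyme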
Target sequence (P9WHR9 whole entry, looked up, the tested form may be a part): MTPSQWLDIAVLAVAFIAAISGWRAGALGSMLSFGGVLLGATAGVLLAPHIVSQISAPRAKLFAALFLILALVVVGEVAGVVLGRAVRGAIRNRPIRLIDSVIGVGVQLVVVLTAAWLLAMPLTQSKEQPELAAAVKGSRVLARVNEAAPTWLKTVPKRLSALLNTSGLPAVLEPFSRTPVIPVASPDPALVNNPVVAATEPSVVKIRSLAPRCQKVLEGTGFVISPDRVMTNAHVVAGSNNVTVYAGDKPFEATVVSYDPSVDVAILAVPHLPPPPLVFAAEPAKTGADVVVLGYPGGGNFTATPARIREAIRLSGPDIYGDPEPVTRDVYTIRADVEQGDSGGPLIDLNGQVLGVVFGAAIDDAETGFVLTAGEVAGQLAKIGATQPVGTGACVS
BoNT F protease = BoNT F light chain protease inhibition. Multiplex microsphere protease cleavage assay, flow cytometry. inhibition, % at 10 µM. 360,000 tested, 0.22% active. AID 588497; in the data active = inhibition above about 35%, passing the limit was not always enough; inconclusive = no clear call, values can overlap the other calls; note: plate controls were buffer without enzyme for full effect and enzyme alone for no effect
FadD28 FP inh = M. tuberculosis FadD28 bisubstrate binding inhibition. FadD28 bisubstrate probe binding, fluorescence polarization. AID 588549. inhibition, % at 12.5 µM. 360,000 tested, 0.22% active; in the data active = inhibition above about 8.5%, passing the limit was not always enough; inconclusive = no clear call, values can overlap the other calls
UGM FP inh = blocks M. tuberculosis UGM enzyme. P9WIQ1. 320,000 tested, 0.06% active. inhibition, % at 10 µM. purified UGM, fluorescence polarization probe displacement. AID 504406; in the data active = inhibition above about 10%, passing the limit was not always enough; inconclusive = no clear call, values can overlap the other calls
MazF activator = activators of E. coli MazEF toxin-antitoxin RNase; P0AE70; FAM/BHQ RNA-DNA oligo cleavage fluorescence, 5 h; activation, % at 20 µM; 350,000 tested, 0.32% active; in the data active = activation above about 50%
Target sequence (P0AE70 whole entry, looked up): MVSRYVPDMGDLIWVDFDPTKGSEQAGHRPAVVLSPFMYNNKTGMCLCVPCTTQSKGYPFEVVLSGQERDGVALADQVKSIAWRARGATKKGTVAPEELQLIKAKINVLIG
DUSP3 inh = inhibitors of human VHR1 phosphatase (DUSP3); P51452; recombinant VHR phosphatase, pNPP absorbance; inhibition, % at 13.3 µM; 290,000 tested, 0.52% active; AID 1654; in the data active = inhibition above about 50%; note: some compounds called inactive have numbers as strong as hits
Target sequence (P51452 whole entry, looked up): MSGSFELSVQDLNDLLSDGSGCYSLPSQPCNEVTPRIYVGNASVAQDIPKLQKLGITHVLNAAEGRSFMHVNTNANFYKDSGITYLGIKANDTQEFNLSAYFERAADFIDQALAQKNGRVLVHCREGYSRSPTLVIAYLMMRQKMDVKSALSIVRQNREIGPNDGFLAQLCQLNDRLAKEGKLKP
BioA inh = inhibitors of Mycobacterium tuberculosis BioA enzyme; 360,000 tested, 0.096% active; inhibition, % at 9.99 µM; purified M. tuberculosis BioA enzyme, plate reader; in the data active = inhibition above about 40%; inconclusive = no clear call, values can overlap the other calls
FBA Mtb inh = inhibits M. tuberculosis FBA enzyme. P9WQA3. purified M. tuberculosis FBA, fluorescence read-out. inhibition, % at 1 µM. 360,000 tested, 2.3% active. AID 588726; in the data active = inhibition above about 27%;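 note: 0% = vehicle and 100% = reference inhibitor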
Target sequence (P9WQA3 whole entry, looked up): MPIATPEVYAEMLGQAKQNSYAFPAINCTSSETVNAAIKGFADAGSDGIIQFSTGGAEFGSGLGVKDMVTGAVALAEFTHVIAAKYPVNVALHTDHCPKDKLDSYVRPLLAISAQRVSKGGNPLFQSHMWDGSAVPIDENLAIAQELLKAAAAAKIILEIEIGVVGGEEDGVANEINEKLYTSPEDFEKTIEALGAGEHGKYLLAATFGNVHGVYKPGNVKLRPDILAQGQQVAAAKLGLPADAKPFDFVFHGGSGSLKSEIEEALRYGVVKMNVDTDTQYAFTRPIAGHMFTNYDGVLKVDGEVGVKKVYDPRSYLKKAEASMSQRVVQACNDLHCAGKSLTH
GDH-TPI inh = GDH-TPI coupled enzyme inhibition counter-screen. GDH-TPI coupled enzyme counterscreen, NADH absorbance. 360,000 tested, 1.2% active. AID 588335. inhibition, % at 4.8 µM;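 note: 0% = DMSO wells and 100% = wells lacking the enzyme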
* = called active by the depositor; ? = inconclusive; . = no result given; & = joins results of further samples. Cut-off read from the data, not from the text of the source, unless noted: active = inhibition above about 30%; inactive = the rest. Random draw from the library; 4.9% or so of the library scored in one or more.

SMILES | CCHF vOTU inh | Rv3671c inh | BoNT F protease | FadD28 FP inh | UGM FP inh | MazF activator | DUSP3 inh | BioA inh | FBA Mtb inh | GDH-TPI inh
C=CCn1c(-c2cccs2)nc2ccccc21 | -10 | -6 | -10 | -4.9 | 0.0 | 7 | 11 | 0.0 | 63* | 17
CC(=O)n1cc(/C=N/NC(N)=S)c2ccccc21 | -8 | -6 | -4 | -7.5 | -5.7 | 0 | 30 | . | -5 | 25
COCC(=O)N1CCCC(N(C)CCc2ccc(OC)c(OC)c2)C1 (stereo not drawn) | -4 | 3 | -8 | -0.3 | 2.6 | 7 | 18 | 3.2 | 1 | 5
COc1ccc(-n2c(Cc3cccn3C)nnc2SCC(=O)Nc2cc(Cl)ccc2OC)cc1 | 11 | 6 | -2 | 0.0 | 1.8 | -4 | 8 | 4.7 | 0 | 5
O=C1NC[C@H](Cc2ccc(O)cc2)N(CC2CCCCC2)C1=O | -1 | 2 | -3 | -3.0 | -2.2 | 2 | 15 | 0.6 | 0 | 8
CCOC(=O)CN1C(=O)c2ccccc2Sc2ncccc21 | 9 | -1 | -10 | -2.8 | 0.0 | 0 | 2 | 0.4 | -4 | -8
O=C(C1=C(O)C(=O)N(CCCn2ccnc2)C1c1ccc(F)cc1)c1ccco1 (stereo not drawn) | -9 | -16 | -10 | -2.7 | 3.2 | . | 22 | 0.2 | -1 | 9
C[C@@]1([C@@H](NP(=O)(c2ccccc2)c2ccccc2)c2ccccc2)C[C@H]1CCO | 0 | 4 | 2 | -3.1 | -3.1 | 2 | -15 | 0.1 | 0 | -11
CC1CCCCC1NC(=O)c1cccc(S(=O)(=O)N2CCN(C)CC2)c1 (stereo not drawn) | 1 | -1 | 1 | -2.0 | 2.4 | 4 | . | -1.7 | 1 | 12
CCOC(=O)c1[nH]c2c(c1C)C(=O)CC(c1ccco1)C2 (stereo not drawn) | 2 | -6 | -11 | -0.1 | 1.5 | 4 | -19 | -1.3 | 1 | 7
CC(C(=O)OCC(=O)Nc1ccc2c(c1)OCO2)N1C(=O)c2ccccc2C1=O (stereo not drawn) | 4 | 9 | -4 | -1.8 | 4.7 | 5 | -1 | 1.1 | -4 | -1
CCOc1ccccc1NC(=O)CNS(=O)(=O)c1ccc2nc(C)sc2c1 | 0 | 4 | 0 | -5.3 | 2.4 | 8 | 16 | . | -5 | -9
O=C(CN1CCN(c2ccc(O)cc2)CC1)Nc1cc(S(=O)(=O)N2CCCCC2)ccc1Cl | 9 | 5 | -12 | 0.4 | 2.8 | 2 | 56* | . | -5 | 0
O=C(Nc1ccc2c(c1)OCO2)c1sc2cc(Cl)ccc2c1Cl | -4 | 0 | 0 | -1.5 | 1.0 | -8 | -8 | -0.5 | 0 | 10
S=c1[nH]c2ccccc2c2ccccc12 | -11 | 0 | -18 | -3.7 | 3.6 | 4 | 7 | 2.2 | 1 | 6
COc1cc(C2NC(=O)NC(C)=C2C(=O)NCc2ccccc2)c(Cl)cc1O (stereo not drawn) | -10 | -2 | -7 | -2.1 | 0.7 | 0 | -5 | -2.7 | -2 | -2
COC(=O)C1=C(c2ccc(F)cc2F)C[C@@H]2CC[C@H]1N2C(=O)NC1CC1 | . | 3 | -1 | -1.9 | -1.8 | 3 | . | 3.0 | 5 | 8
CCc1cc(C(=O)Nc2ccc(S(=O)(=O)NC3=NCCCCC3)cc2)sc1C | 2 | -11 | -5 | -2.1 | -1.3 | -13 | . | -0.7 | 0 | 3
CCNC(=O)C1(C)CCN(C(=O)c2ccccc2F)C1 (stereo not drawn) | -9 | . | -1 | -1.6 | . | . | . | 1.5 | -4 | -2
c1ccc(CCc2nn3c(-c4ccncc4)nnc3s2)cc1 | -8 | 2 | 1 | -2.9 | 0.6 | -3 | -1 | 0.1 | -1 | 4
CCCCCn1c(=O)c(C(=O)Nc2ccccc2)c(O)c2ccccc21 | 1 | 7 | ? | -0.3 | 3.4 | 12 | 1 | -3.1 | -1 | -1
CN1CCN(c2ccc(CNS(=O)(=O)Cc3ccc(Cl)cc3)cc2)CC1 | -11 | 7 | ? | -1.8 | 3.3 | 17 | 2 | . | 0 | 3
CCOC(=O)c1oc2ccccc2c1NC(=O)c1cccc(OC)c1 | -3 | -4 | -1 | 0.6 | -1.3 | 4 | 28 | 0.1 | -1 | 3
NS(=O)(=O)c1ccc(NC(=O)COc2ncnc3c2cnn3-c2ccccc2)cc1 | -5 | -16 | -9 | 0.5 | -0.9 | -3 | 26 | -1.7 | 4 | 15
CCOc1ccc(C(=O)Nc2cccc(NC(=O)c3cccs3)c2)cc1[N+](=O)[O-] | -5 | . | -5 | -5.1 | . | 1 | 2 | 1.5 | -2 | 3
Cc1ccccc1Nc1c(-c2cccnc2)nc2ccc(Br)cn12 | -9 | 2 | 0 | -1.8 | -1.7 | 2 | 8 | . | 2 | 8
CCN1CCN(C(=O)c2ccc3c(=O)n(Cc4ccccc4OC)c(=S)[nH]c3c2)CC1 | -8 | -10 | 7 | -3.1 | 0.0 | 2 | 21 | 1.0 | -1 | -4
CCC(CC)c1nnc(NC(=O)c2ccc(N3CCCC3=O)cc2)s1 | 5 | 2 | 4 | -0.9 | 0.2 | -13 | 34 | -2.2 | 0 | 4
O=C(CCCNC(=O)c1ccc(Cl)cc1)Nc1ccc(S(=O)(=O)Nc2ncccn2)cc1 | -7 | -1 | -10 | -1.5 | 1.8 | -8 | -4 | -0.1 | 0 | 4
O=C(c1ccc(Br)o1)N(Cc1ccccc1)c1ccccn1 | -3 | 1 | 6 | -3.5 | -1.1 | 6 | -8 | 3.6 | 1 | 3
CC(=O)N1c2ccc(S(=O)(=O)NCCC(=O)N(C)Cc3ccccc3)cc2CC1C (stereo not drawn) | 0 | -11 | 8 | -0.5 | -2.4 | 0 | 24 | 0.0 | 1 | 0
N/C(COc1ncn(-c2ccccc2)n1)=N\S(=O)(=O)c1ccc(Cl)cc1Cl | 3 | 8 | -11 | -1.4 | -1.9 | 3 | 8 | . | 2 | 4
O=C(O)c1cccc(COc2ccccc2Cl)c1 | -5 | -4 | 2 | -2.0 | -0.2 | -7 | 2 | 0.4 | 2 | 3
CCOC(=O)c1ccccc1NC(=O)c1cccnc1 | -1 | 1 | 3 | -0.4 | -0.2 | 1 | -3 | . | 7 | 4
COc1ccc(N/C(C)=C2/C(=O)C(=O)N(CCO)C2c2ccc([N+](=O)[O-])cc2)cc1 (stereo not drawn) | -1 | 4 | -6 | -0.3 | 1.9 | 1 | 27 | 5.0 | -1 | 29
CC1CCC(NC(=O)COC(=O)C2CC3CCCC(C2)C3=O)CC1 (stereo not drawn) | -9 | 6 | . | -3.1 | 2.7 | -5 | . | -2.4 | -1 | -2
Cc1ccc(NC(=O)CCN2C(=O)c3ccccc3S2(=O)=O)cc1F | 0 | 9 | -2 | -1.1 | 3.2 | -2 | . | -0.4 | -3 | 9
O=C1C(=Nc2cccc(Cl)c2)CC(c2ccc(Cl)cc2)N1c1cccc(Cl)c1 (stereo not drawn) | -9 | . | ? | -0.8 | -3.0 | -9 | 10 | -2.1 | 0 | -1
CCOc1ccc(S(=O)(=O)N2CCCCC2)cc1NC(=O)Cc1ccc(OC)cc1 | 22 | . | 1 | -1.8 | . | -2 | . | -0.1 | -4 | 3
CC1=C(C)/C(=N\OS(=O)(=O)c2ccccc2)C=CC1=O | . | -4 | 6 | -0.7 | 6.3 | -3 | 15 | 2.3 | 2 | 10

2 of the compounds above, as labelled records:
O=C(c1ccc(Br)o1)N(Cc1ccccc1)c1ccccn1
  CCHF vOTU inh: -3 | Rv3671c inh: 1 | BoNT F protease: 6 | FadD28 FP inh: -3.5 | UGM FP inh: -1.1 | MazF activator: 6 | DUSP3 inh: -8 | BioA inh: 3.6 | FBA Mtb inh: 1 | GDH-TPI inh: 3
CC(=O)N1c2ccc(S(=O)(=O)NCCC(=O)N(C)Cc3ccccc3)cc2CC1C (stereo not drawn)
  CCHF vOTU inh: 0 | Rv3671c inh: -11 | BoNT F protease: 8 | FadD28 FP inh: -0.5 | UGM FP inh: -2.4 | MazF activator: 0 | DUSP3 inh: 24 | BioA inh: 0.0 | FBA Mtb inh: 1 | GDH-TPI inh: 0

Laid out differently: entries from further up.
CCOC(=O)c1oc2ccccc2c1NC(=O)c1cccc(OC)c1
- CCHF vOTU inh: -3
- Rv3671c inh: -4
- BoNT F protease: -1
- FadD28 FP inh: 0.6
- UGM FP inh: -1.3
- MazF activator: 4
- DUSP3 inh: 28
- BioA inh: 0.1
- FBA Mtb inh: -1
- GDH-TPI inh: 3

NS(=O)(=O)c1ccc(NC(=O)COc2ncnc3c2cnn3-c2ccccc2)cc1
- CCHF vOTU inh: -5
- Rv3671c inh: -16
- BoNT F protease: -9
- FadD28 FP inh: 0.5
- UGM FP inh: -0.9
- MazF activator: -3
- DUSP3 inh: 26
- BioA inh: -1.7
- FBA Mtb inh: 4
- GDH-TPI inh: 15

Further results:
SMILES | CCHF vOTU inh | Rv3671c inh | BoNT F protease | FadD28 FP inh | UGM FP inh | MazF activator | DUSP3 inh | BioA inh | FBA Mtb inh | GDH-TPI inh
N#Cc1ccccc1Sc1ccccc1N | . | 0 | 8 | -2.3 | -2.0 | -4 | 19 | 1.8 | -1 | 8
Cc1occc1-c1nnc(SCC(=O)N2CCCCC2)o1 | -6 | -5 | -3 | -2.2 | -1.0 | -3 | 12 | -0.3 | -3 | 9
Cc1ccc(S(=O)(=O)N(CC(=O)NCc2cccs2)c2ccccc2)cc1 | 4 | . | 3 | -0.2 | . | -14 | . | -0.5 | 1 | -9
O=C(C1=C[C@@H](C2CCCCC2)C[C@@H](OCCCCO)O1)N1CCOCC1 | 3 | -9 | 2 | -1.4 | -0.6 | -1 | 25 | -0.5&-0.4 | 2 | 3
Cc1cc(N/N=C/c2ccc(F)cc2)nc(-n2nc(C)cc2C)n1 | 0 | -1 | . | -1.1 | -0.2 | 6 | 17 | -2.6 | 17 | 11
O=C(NC(=S)NCc1ccccc1)c1ccc2c(c1)OCO2 | 9 | -28 | -2 | -2.1 | 1.6 | -1 | -13 | 0.2 | 1 | -2
O=C(NC(Cc1ccccc1)C(=O)N1CCCCCC1)c1ccccc1 (stereo not drawn) | 10 | . | 5 | -1.9 | -1.8 | 5 | 39 | 0.9 | 1 | 0
COc1ccc(NC(=O)CN2C(=O)NC3(CCCC3)C2=O)cc1 | 3 | -4 | 3 | 0.1 | -1.9 | 4 | 29 | -0.7 | 1 | 2
O=C(CN(C1CCCCC1)S(=O)(=O)c1ccc(Cl)cc1)NCCCO | 12 | -4 | -1 | -2.9 | -1.0 | 4 | 10 | . | -1 | 1
Cc1cc(NS(=O)(=O)c2ccc(NC(=O)COc3ccc(Cl)cc3)cc2)no1 | 0 | -3 | 7 | -2.7 | 3.2 | 6 | -12 | . | 2 | -4
Cc1c(NC2=C(Cl)C(=O)N(c3ccccc3)C2=O)c(=O)n(-c2ccccc2)n1C | -15 | 5 | -6 | 0.5 | -1.4 | 6 | 12 | . | -6 | 1
CCCc1nn2c(=O)cc(COc3cccc(NC(=O)c4ccco4)c3)nc2s1 | -7 | -13 | -2 | -1.8 | 0.8 | 5 | 7 | -2.6 | 0 | -1
COc1ccccc1CNC(=O)CSc1nc2ccccc2c(=O)n1CCCN1CCOCC1 | 4 | -4 | -12 | -0.8 | -0.9 | 3 | 1 | . | 0 | 7
CCn1cc(S(=O)(=O)CC(=O)Nc2ccc3c(c2)OCCO3)c2ccccc21 | -2 | 1 | 2 | -1.3 | -0.5 | 12 | 15 | -1.9 | 2 | -2
CC(=O)OCC1(C)CN(c2ccccc2)NC1=O (stereo not drawn) | 0 | 9 | -4 | -2.7 | -0.7 | -2 | -2 | . | 3 | 9
COc1cccc(C2CC(c3cccs3)=NN2C(=O)CSc2nc3ccccc3s2)c1OC (stereo not drawn) | -18 | -14 | 0 | -0.8 | 0.2 | -3 | 13 | . | 0 | 30
CCCCNC(=S)N/N=C/c1ccccc1F | 1 | -9 | -1 | -2.4 | -0.2 | 6 | 8 | 2.1 | -1 | 16
COc1ccc(-c2cc(=O)oc3cc(O)ccc23)cc1 | -5 | 3 | -2 | -0.5 | -3.9 | 8 | -2 | . | 23 | 15
Cc1cc(C)c(NC(=O)CNC(=O)[C@@H]2CCCN2C(=O)c2cccs2)c(C)c1 | 7 | -1 | 3 | -3.8 | 0.7 | 2 | . | -1.0 | 0 | -7
